Hsp70 activator – Hsp70 transcriptional activators, primary screen, cell-based, HeLa, Hsp70 promoter luciferase, luminescence, 10 µM; activation, % at 10 µM; HeLa Hsp70 promoter luciferase reporter; scaled: vehicle 0, proteasome-inhibitor control 100%; AID 1203, 2008; 0.04% of 200,000 active;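 active means activation above the mean across all tested compounds plus 3 SD, cutoff set per campaign, cut at about 5.5% in these data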;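 further: 100% = MG132 at 30 µM as the positive control and 0% = DMSO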
STAT3 activator – IL-6 driven STAT3 reporter potentiators, primary screen, U3A cells, luciferase, luminescence, MLSCN library. IL-6 STAT3-luciferase reporter; 100% = signal with IL-6 EC80 alone. activation (% of control), % at 5.6 µM. 0.91% of 190,000 active. AID 871, 2007;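 active means activation above the screen-wide mean of compound activation plus 3 SD, cut at about 130% in these data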;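 further: 0% = background luminescence of wells with medium and substrate only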
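Material: human U3A cells carrying STAT3-luciferase construct. Measured by: reporter luminescence signal. Timing: compound 1 h, then IL-6 6 h at 37 °C.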
APP transl inh – inhibitors of APP translation via 5'UTR reporter, primary screen, APP 5'UTR luciferase, SH-SY5Y cells; SH-SY5Y APP 5'UTR-luciferase reporter, luminescence; inhibition, % at 2 µM; 0.82% of 190,000 active;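 active means inhibition above a set limit, derived from the sample mean plus 3 SD, cut at about 45% in these data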; further: values of inactives mirror those of a sister screen read the other way
STAT3 inh – IL-6 driven STAT3 reporter inhibitors, primary screen, U3A cells, luciferase, luminescence, MLSCN library. 0.89% of 190,000 active. inhibition, % at 5.5 µM. IL-6 STAT3-luciferase reporter; host cell line lacks STAT1. AID 862, 2007;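 active means inhibition above the mean inhibition across all screened compounds plus 3 SD, cut at about 44% in these data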;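 further: 0% = DMSO only wells and 100% = 100 µM nifuroxazide control wells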
Diaph act CS – compounds boosting diaphorase resazurin reduction – biochemical, uHTS, resorufin fluorescence, counter-screen for diaphorase-coupled primary assays, primary screen; Diaphorase/resazurin coupled assay, 16 min; active compounds read high; 1 = vehicle wells, 0 = NADH-free wells; activation factor at 20 µM; 0.005% of 190,000 active; AID 1229, 2008;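 active means diaphorase activity raised at least twofold by the compound at 20 µM; inactive means activation factor below 2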
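Material: purified diaphorase enzyme from Clostridium kluyveri; Also added: 0.114 mM NADH and 0.1 mM resazurin, final amounts; Doses: single compound dose of 20 µM, 1% DMSO final; Times: 16 min enzyme reaction, ambient temperature; Detection: resorufin fluorescence, excitation 544 nm, emission 590 nm; Measure: increased resorufin signal from activators or reducing compounds.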
Diaphorase inh – diaphorase inhibitors and chemical oxidizers, primary screen, counter-screen for diaphorase-coupled primary assays, biochemical, uHTS, resorufin fluorescence; diaphorase resazurin-to-resorufin fluorescence, NADH, 16 min; bacterial (C. kluyveri) enzyme, not human; inhibition, % at 20 µM; 0.69% of 190,000 active;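 active means primary screen inhibition at 20 µM above a set limit, cut at about 50% in these data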;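 further: plate controls were DMSO with full reaction for no effect and wells lacking NADH for full effect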
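Assay system: diaphorase enzyme from Clostridium kluyveri. Quantity: enzyme working solution with 0.14 U/mL diaphorase. Schedule: reaction incubation of 16 min at room temperature. Technique: resorufin fluorescence, excitation 544 nm, emission 590 nm. Controls: No-NADH positive control and DMSO neutral control.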
G6PDH counter – L. mesenteroides G6PDH inhibitors, counter-screen for G6PDH-coupled screening assays, biochemical, Leuconostoc mesenteroides enzyme; glucose-6-phosphate dehydrogenase [Leuconostoc mesenteroides]; Purified L. mesenteroides G6PDH, diaphorase/resazurin coupled fluorescence, 45 min; inhibition, % at 5 µM; 0.12% of 200,000 active; in the data active means inhibition above about 50%
STAT1 blocker – STAT1 signaling inhibitors, primary screen, cell-based, HTS, luciferase reporter. 0.35% of 200,000 active. inhibition, % at 5.5 µM. NIH 3T3 STAT1-luciferase reporter, IFN-gamma, luminescence;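 active means inhibition above a set limit, the mean inhibition across all tested compounds plus 3 SD, cut at about 34% in these data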;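 further: 0% = IFN-gamma with DMSO and 100% = IFN-gamma with 300 µM nifuroxazide; values of inactives mirror those of a sister screen read the other way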
STAT1 activator – STAT1 signaling activators, primary screen, cell-based, HTS, luciferase reporter. NIH 3T3 STAT1-luciferase reporter, IFN-gamma, luminescence; 100% = IFN-gamma alone, no compound. activation (% of control), % at 5.5 µM. 2.6% of 200,000 active;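 active means activation above the screen-wide mean activation plus 3 SD, cut at about 130% in these data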;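 further: raw ratio to IFN-gamma control signal so 100% means no change and 0% no light; values of inactives mirror those of a sister screen read the other way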
TLR4-MyD88 BLA – inhibitors of TLR4-MyD88 association in cells, primary screen, cell-based, HeLa CL3-4, BLA complementation, FRET ratio; Toll-like receptor 4 (Homo sapiens) + Myeloid differentiation primary response protein …; HeLa CL3-4 TLR4/MyD88 BLA complementation; inhibition, % at 8.4 µM; 0.18% of 200,000 active; in the data active means inhibition above about 25%;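 further: 0% = vehicle and 100% = reference inhibitor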
Target sequence (O00206 whole entry, looked up): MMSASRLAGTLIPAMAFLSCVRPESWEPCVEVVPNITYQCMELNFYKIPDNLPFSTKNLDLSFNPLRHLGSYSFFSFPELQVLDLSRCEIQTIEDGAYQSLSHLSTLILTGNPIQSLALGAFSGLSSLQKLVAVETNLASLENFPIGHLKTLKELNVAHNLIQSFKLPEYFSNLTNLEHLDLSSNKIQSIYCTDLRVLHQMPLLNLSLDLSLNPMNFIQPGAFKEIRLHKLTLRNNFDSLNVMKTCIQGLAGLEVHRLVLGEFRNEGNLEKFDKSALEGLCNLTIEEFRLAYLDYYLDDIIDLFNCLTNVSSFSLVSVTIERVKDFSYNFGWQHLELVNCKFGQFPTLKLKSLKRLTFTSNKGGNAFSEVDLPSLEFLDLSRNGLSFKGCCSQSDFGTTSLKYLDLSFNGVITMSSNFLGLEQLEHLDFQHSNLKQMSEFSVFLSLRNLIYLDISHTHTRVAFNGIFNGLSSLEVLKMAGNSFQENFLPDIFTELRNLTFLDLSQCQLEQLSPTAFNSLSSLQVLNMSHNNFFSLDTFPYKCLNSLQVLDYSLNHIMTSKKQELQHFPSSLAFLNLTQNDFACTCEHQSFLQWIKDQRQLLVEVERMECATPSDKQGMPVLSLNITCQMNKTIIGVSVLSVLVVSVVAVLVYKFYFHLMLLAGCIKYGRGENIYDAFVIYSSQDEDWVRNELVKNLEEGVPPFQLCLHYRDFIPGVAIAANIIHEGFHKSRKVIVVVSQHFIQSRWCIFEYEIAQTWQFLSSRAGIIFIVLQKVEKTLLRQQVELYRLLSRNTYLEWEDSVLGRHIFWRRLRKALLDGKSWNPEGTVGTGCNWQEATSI
Target sequence (Q99836 whole entry, looked up): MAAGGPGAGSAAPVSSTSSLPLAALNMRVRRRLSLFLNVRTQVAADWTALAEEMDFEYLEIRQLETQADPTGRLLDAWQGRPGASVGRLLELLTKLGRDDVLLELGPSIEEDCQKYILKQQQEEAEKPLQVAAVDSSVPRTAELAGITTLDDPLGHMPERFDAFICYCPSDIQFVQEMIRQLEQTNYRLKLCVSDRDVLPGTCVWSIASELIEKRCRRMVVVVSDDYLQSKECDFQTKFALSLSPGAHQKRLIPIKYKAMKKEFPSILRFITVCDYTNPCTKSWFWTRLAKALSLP
* hit, by the source's call; · = no result given. Compounds were not picked by outcome. About 6.1% of those tested had a hit in this group.

SMILES	Hsp70 activator	STAT3 activator	APP transl inh	STAT3 inh	Diaph act CS	Diaphorase inh	G6PDH counter	STAT1 blocker	STAT1 activator	TLR4-MyD88 BLA
COc1c(S(=O)(=O)N2CCCC2)ccc(Cl)c1Cl	-0.1	118.0	7.5	-16.2	0.8	19.8	4.7	-4.4	104.0	11.6
COc1cc(C2=NOC(C(=O)Nc3ccc(C)cc3)C2)cc(OC)c1OC (configuration not stated)	-0.3	92.6	10.2	11.2	0.8	17.5	6.4	-3.1	102.8	-4.9
CCN(CC)CCNC(=O)c1ccc2c(=O)n(CCc3ccccc3)c(=O)[nH]c2c1	0.1	94.3	11.0	12.4	1	4.4	7.8	-2.6	102.3	-16.8
COc1ccc(C(=O)OCCOc2ccccc2C(C)=O)c(O)c1	-0.5	107.1	14.4	-8.1	0.9	8.8	-7.0	-5.5	105.8	-11.7
C=CCn1c(CC(=O)Nc2cccc(OC)c2)nnc1SCC(=O)NC1CCCCC1	-0.1	103.0	8.1	2.6	1	1.1	-3.5	2.9	97.4	3.5
COCCCNC(=O)COc1cc(C)c(Cl)c(C)c1	-0.4	91.5	22.6	15.3	0.9	11.8	2.1	-1.9	101.8	1.6
O=C(O)c1ccc(Cn2cnc3sc4c(c3c2=O)CCCC4)cc1	0.1	107.1	-32.4	-2.2	0.9	8.9	10.5	-9.8	108.8	-1.7
COc1cc2c(cc1NC(=O)COC(=O)c1ccccc1)oc1ccccc12	-0.2	99.2	-51.2	3.3	1.1	-8.6	10.9	-6.6	106.8	1.7
CCOC(=O)CSc1nnc(CNc2ccc(Cl)cc2)n1Cc1ccccc1	0.3	99.9	3.5	3.3	1	-2.2	6.1	8.3	93.1	18.7
Cc1ccc2occ(C3NC(C(=O)O)CS3)c(=O)c2c1 (configuration not stated)	-0.6	102.2	17.2	-5.0	0.8	16.3	3.9	8.0	92.9	1.4
O=C(CSc1nc2ccc(S(=O)(=O)N3CCOCC3)cc2[nH]1)N1CCOCC1	-0.4	99.2	-6.4	2.1	1	2.7	2.9	-0.4	104.0	-3.8
O=C(Cn1nc(-c2ccccc2)ccc1=O)N1CCOCC1	-0.3	103.6	5.9	0.4	·	·	·	-4.1	103.7	16.5
O=C(Nc1ccccc1)c1cccc(C(F)(F)F)c1	-0.2	96.4	-34.6	5.2	0.9	5.9	11.4	17.7	84.2	7.0
O=C(O)c1ccc(COCC(F)(F)C(F)F)o1	-0.1	100.5	0.1	4.3	0.9	8.9	0.2	0.7	99.4	1.7
NC(=O)c1ccc2c(c1)OCCO2	0.3	103.3	-4.9	2.6	0.8	17.6	4.1	-9.2	108.4	4.7
Cc1ccc2nsnc2c1S(=O)(=O)Nc1cccc2nsnc12	-0.2	96.4	-12.5	10.0	0.8	21.2	15.4	-3.1	102.9	0.4
CCCCNC(=S)Nc1ccc(C(F)(F)F)cc1	-0.2	102.2	-0.2	2.3	0.8	19.9	4.9	15.1	85.7	-5.2
Oc1ccc2n[nH]nc2c1	0.6	100.5	-11.7	7.9	0.9	14.8	17.0	0.2	99.8	-4.9
Cc1ccccc1C(=O)c1c[nH]c(C(=O)NCc2ccco2)c1	-0.4	94.6	-5.5	7.1	0.9	9.7	6.8	-22.0	120.1	-0.8
Cn1c(SCC(=O)N2CCOCC2)nnc1-c1cccc(NC(=O)c2ccccc2)c1	0.2	99.5	5.4	3.2	1	1.5	-0.8	-12.3	111.3	-20.6
CCN(CC)C(=O)NCc1c(C)cc(C)cc1C	-0.3	108.5	-11.8	-8.8	1	-4.0	2.3	-4.4	102.7	-0.1
COc1ccc(S(=O)(=O)n2oc(=O)cc2-c2ccccc2)cc1OC	-0.1	93.5	8.5	14.7	0.8	21.6	17.4	3.6	96.7	14.5
CCc1cccc(NC(=S)N(CCCN2CCOCC2)C(C)c2cc3cccc(OC)c3o2)c1 (configuration not stated)	-0.5	90.7	6.6	14.6	0.8	22.8	4.3	10.2	89.5	3.8
CC1CCCCC1NC(=S)NC(=O)c1ccccc1Br (configuration not stated)	-0.2	102.8	7.9	-0.5	0.9	8.1	7.4	-8.2	107.2	1.2
CC(OC(=O)CCc1nc(=O)c2ccccc2n1C)C(=O)NCc1ccc2c(c1)OCO2 (configuration not stated)	0.2	107.9	-8.9	-4.3	1	-4.9	1.5	-11.7	109.2	4.7

3 compounds out of the list above, ordered by the number in STAT3 activator, low to high:
Molecule	STAT3 activator
Cn1c(SCC(=O)N2CCOCC2)nnc1-c1cccc(NC(=O)c2ccccc2)c1	99.5
CCCCNC(=S)Nc1ccc(C(F)(F)F)cc1	102.2
COc1c(S(=O)(=O)N2CCCC2)ccc(Cl)c1Cl	118.0

Returning to the listing, repeating the two entries before the break.
SMILES	Hsp70 activator	STAT3 activator	APP transl inh	STAT3 inh	Diaph act CS	Diaphorase inh	G6PDH counter	STAT1 blocker	STAT1 activator	TLR4-MyD88 BLA
CC1CCCCC1NC(=S)NC(=O)c1ccccc1Br (configuration not stated)	-0.2	102.8	7.9	-0.5	0.9	8.1	7.4	-8.2	107.2	1.2
CC(OC(=O)CCc1nc(=O)c2ccccc2n1C)C(=O)NCc1ccc2c(c1)OCO2 (configuration not stated)	0.2	107.9	-8.9	-4.3	1	-4.9	1.5	-11.7	109.2	4.7
COc1ccc(CNC(=O)CC2Sc3ccccc3NC2=O)cc1 (configuration not stated)	-0.2	106.1	0.5	-5.4	1.1	-5.6	10.4	-2.2	100.6	0.7
CCOC(=O)c1c(C)[nH]c(C)c1C(=O)COC(=O)c1ccc(S(=O)(=O)N(CC)CC)cc1	-0.3	98.2	-16.3	5.7	0.8	20.8	-3.5	5.8	94.7	-4.2
COC(=O)c1cc(=O)n(-c2ccccc2)c(=Nc2ccccc2)s1	0.4	101.9	-8.3	-2.4	0.9	10.5	8.0	-0.3	100.3	3.4
COc1ccc(OC)c(C2=NNC(=NCc3ccc4c(c3)OCO4)SC2)c1	-0.4	94.8	1.1	6.1	0.9	13.5	6.3	8.8	92.1	-8.3
CCOC(=O)c1ccc(NC(=O)C2(c3ccccc3)CCCC2)cc1	-0.4	99.7	-9.0	7.3	0.8	20.9	3.3	2.6	97.7	-0.6
O=C1c2ccccc2C(=O)c2c1oc(C(F)(F)F)c2C(=O)c1ccccc1	-0.5	99.9	-9.7	1.6	0.9	6.0	57.4*	0.8	99.3	7.2
COC(=O)CSc1snnc1-c1ccc(Cl)cc1Cl	-0.2	103.9	-9.5	-3.1	0.8	22.9	6.6	-2.4	102.2	2.1
Cc1cccc(NC(=S)N/N=C/c2cccn2Cc2ccc(F)cc2)c1	0.1	97.1	-10.7	11.6	1	3.7	-0.4	11.1	89.8	-4.4
CC(=O)[C@@]1(O)CC[C@H]2[C@@H]3CCC4=CC(=O)CC[C@]4(C)[C@H]3CC[C@@]21C	-0.3	95.7	-15.9	7.2	0.9	10.6	7.3	6.3	94.3	-5.9
Cc1nn(Cc2ccc(F)cc2)c(Cl)c1/C=N/NC(=O)c1ccccc1	-0.1	92.3	-1.3	11.4	0.9	12.8	9.5	-28.2	125.6	-4.7
CCC(=O)NCCCc1nc2ccccc2n1Cc1ccccc1F	-0.1	95.7	4.8	7.3	0.9	7.3	2.8	10.7	90.5	9.3
CCC(C)NC(=O)NCc1ccccc1F (configuration not stated)	-0.2	89.9	-9.2	19.2	1	0.1	9.5	3.1	95.9	9.8
O=C1CCCN1CCCN=c1c([N+](=O)[O-])nn(-c2ccc(Cl)cc2)n1O	-0.2	98.8	5.6	6.2	1	1.2	5.1	-18.4	114.0	-7.7
O=C(CN1CCN(S(=O)(=O)c2ccccc2)CC1)Nc1ccc(Cl)c(Cl)c1	-0.3	97.1	3.8	3.8	0.8	18.1	-5.4	-0.3	100.3	-5.4
CC12CCC(C(=O)NNc3ccc([N+](=O)[O-])cc3)(CC1=O)C2(C)C (configuration not stated)	-0.3	105.2	4.8	-3.4	1	4.4	3.2	3.0	97.4	11.6
CCC(C)NC(=O)C1=C(C)C(=O)OC12CCC(C)CC2 (configuration not stated)	-0.2	91.3	20.0	9.9	0.9	10.6	-11.7	-4.0	101.0	-7.5
O=C(O)CSc1ncnc2sc(-c3ccccc3)cc12	-0.1	97.5	-12.7	6.6	1	-1.8	0.1	-2.7	100.7	1.7
Cn1cccc1-c1nc2ccc(NC(=O)c3ccccc3)cc2[nH]1	-0.1	81.7	-24.2	25.4	0.9	13.0	-21.6	-6.3	105.8	1.3
COC(=O)c1c(S(=O)(=O)NCc2ccccc2)sc(C(=O)O)c1C	-0.2	104.7	20.9	-5.7	1	1.8	6.3	-12.2	108.8	1.3
O=C(O)c1ccccc1C(=O)Nc1ccc(Br)c2cccnc12	0.3	105.0	-8.1	2.2	0.9	10.2	11.4	-3.8	102.2	8.4
N=c1n(Cc2ccccc2)c2ccccc2n1CC(O)COc1ccc(Cl)cc1Cl (configuration not stated)	-0.3	94.9	-19.1	11.5	·	·	12.3	18.7	82.4	19.8
CC(=O)c1ccc(NS(=O)(=O)c2c(C)cc(C)cc2C)cc1	-0.3	103.0	-52.6	-1.2	0.9	5.8	10.9	-11.1	108.5	-15.2
O=C(CSc1nnc2ccccn12)Nc1ccccc1C(=O)NC1CC1	-0.1	105.1	-0.6	-2.9	1.2	-16.6	3.9	-3.9	103.6	-12.5
COC(=O)c1cnn(-c2nc(OC)cc(OC)n2)c1C	-0.1	82.3	-4.0	23.4	0.9	6.7	2.0	3.1	97.2	-18.6
COc1cc(OC)cc(N(C(=O)c2ccco2)C(C(=O)NC2CCCC2)c2ccc(N(C)C)cc2)c1 (configuration not stated)	-0.6	98.2	13.2	11.9	0.8	24.7	3.1	0.1	99.9	-10.3

Quoted from the listing:
`O=C(O)c1ccccc1C(=O)Nc1ccc(Br)c2cccnc12` | STAT3 inh: 2.2
`COC(=O)c1c(S(=O)(=O)NCc2ccccc2)sc(C(=O)O)c1C` | Diaph act CS: 1
`CCOC(=O)c1c(C)[nH]c(C)c1C(=O)COC(=O)c1ccc(S(=O)(=O)N(CC)CC)cc1` | STAT3 activator: 98.2
